14-3-3 Bad PPI: disrupts binding of bovine 14-3-3 zeta to phospho-Bad peptide | TR-FRET 14-3-3zeta/Dy647-pBad peptide displacement, 1 h | inhibition, % at 21.7 µM | 220,000 tested, 0.71% active;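 active = inhibition above about 70%, limit read from the data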;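 also: 0% = full 14-3-3 plus peptide FRET controls and 100% = background without 14-3-3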
Target sequence (P63103 whole entry, looked up): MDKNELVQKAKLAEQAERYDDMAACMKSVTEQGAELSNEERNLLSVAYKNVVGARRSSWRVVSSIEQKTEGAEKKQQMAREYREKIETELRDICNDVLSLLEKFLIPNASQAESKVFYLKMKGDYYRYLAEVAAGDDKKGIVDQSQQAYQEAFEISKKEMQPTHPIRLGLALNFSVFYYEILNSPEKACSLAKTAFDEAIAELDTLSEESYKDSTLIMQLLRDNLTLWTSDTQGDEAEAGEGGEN
Runt-CBFb FRET: inhibitors of human RUNX1 Runt domain binding to CBFb | Cerulean-Runt/Venus-CBFb FRET ratio 530/480, 1 h | inhibition, % at 20 µM | AID 1496 | Q01196+Q13951 | 220,000 tested, 0.46% active;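 active = inhibition over about 50% at 20 µM in the single-dose screen, limit read from the data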;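 also: 0% = DMSO wells and 100% = excess unlabeled CBFb competitor control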
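Reagent – Venus-CBFb binding partner, 100 nM · Assay system – Cerulean-tagged RUNX1 Runt domain (FRET donor) fusion protein · Input – 100 nM per protein · Incubation – two 1 h room-temperature incubations shielded from light · Measured by – FRET fluorescence · Medium – Tris buffer pH 7.5 with salts and BSA · Benchmarks – unlabeled CBFb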
Mdm2 ligase inh: blocks human Mdm2 ubiquitin ligase activity | Q00987 | cell-based MDM2 ubiquitination luciferase reporter, 2 h; 0 = plate control, 100 = twice control, blank-subtracted | signal enhancement, % at 5 µM | 210,000 tested, 0.11% active;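 active = signal enhancement of 30% or more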;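 also: luminescence tracks abundance of the self-degrading MDM2-luciferase fusion protein; higher signal means inhibition of MDM2 E3 ligase activity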
Target sequence (Q00987 whole entry, looked up, the tested form may be a part): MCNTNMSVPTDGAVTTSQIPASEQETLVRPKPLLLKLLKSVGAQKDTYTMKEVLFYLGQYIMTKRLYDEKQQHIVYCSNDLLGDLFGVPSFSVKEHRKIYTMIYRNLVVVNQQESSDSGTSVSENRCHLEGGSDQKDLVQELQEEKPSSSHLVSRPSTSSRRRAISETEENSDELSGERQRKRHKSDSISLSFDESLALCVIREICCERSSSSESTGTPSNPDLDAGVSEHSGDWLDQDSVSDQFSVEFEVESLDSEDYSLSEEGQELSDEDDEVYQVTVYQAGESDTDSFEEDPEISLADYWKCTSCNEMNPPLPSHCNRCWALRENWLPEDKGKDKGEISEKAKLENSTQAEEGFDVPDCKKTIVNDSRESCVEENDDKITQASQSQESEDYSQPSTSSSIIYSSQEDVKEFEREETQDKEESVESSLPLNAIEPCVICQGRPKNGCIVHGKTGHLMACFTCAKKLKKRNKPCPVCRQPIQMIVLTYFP
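test system = mammalian cells stably expressing self-ubiquitinating, self-degrading MDM2 E3–luciferase fusion | quantity = 2000 cells/well | incubation = cell settling 4 h, compound treatment 2 h, both 37 °C | signal = luminescence with SteadyLite reagent, 15 min at room temperature | evaluation = % enhancement relative to plate controls after blank subtraction | benchmarks = plate controls and plate blanks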
L929 necroptosis: L929 zVAD cell death inhibition; L929 zVAD necroptosis rescue, ATP luminescence, 24 h; with zVAD 60 µM; viability rescue, % at 10 µM; 220,000 tested, 0.38% active; AID 1377;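 active = activation, scaled between plate controls, above about 75%, limit read from the data; inactive = activation under that limit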;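 also: 0% = zVAD with DMSO and 100% = DMSO alone without zVAD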
Runt-SMMHC FRET: inhibitors of human RUNX1 Runt domain binding to CBFb-SMMHC; Cerulean-Runt/Venus-CBFb-SMMHC FRET ratio 530/480, 1 h; inhibition, % at 20 µM; 220,000 tested, 0.74% active;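 active = mean inhibition across duplicate retests at 20 µM reaching about 50%, limit read from the data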;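 also: 0% = DMSO wells and 100% = wells with excess untagged CBFb-SMMHC; inhibitors lower the FRET ratio by blocking Runt binding to CBFb-SMMHC; some results filed as inactive read as strong as hits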
Hck Nef HTS: inhibitors of human Hck kinase activated by Nef | inhibition, % at 20 µM | 220,000 tested, 0.68% active | Recombinant Hck-YEEI plus Nef, Z-Lyte FRET kinase assay;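 active = Hck-Nef kinase inhibition above about 50%, limit read from the data; inactive = inhibition below that limit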;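 also: 0% = DMSO with Hck plus Nef and 100% = Hck alone without Nef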
p47phox inh: blocks human p47phox regulatory protein of NADPH oxidases. P14598. p47phox/p22phox peptide binding, fluorescence polarization, 2 h. inhibition, % at 24.7 µM. 220,000 tested, 0.53% active. AID 1274;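 active = inhibition above about 30%, limit read from the data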;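 also: 0% = p47phox with labelled peptide and 100% = labelled peptide alone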
TbHK1 inh: T. brucei hexokinase 1 inhibition. recombinant TbHK1, G6PDH-coupled NADH A340. inhibition, % at 10 µM. 220,000 tested, 0.11% active. AID 1430;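 active = inhibition of 50% or more in the single-dose primary screen; inactive = inhibition below 50%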
EBV gp42 inh: inhibitors of Epstein-Barr virus glycoprotein 42. Q1HVG2. Fluorescence polarization binding assay, mP read-out. inhibition, % (tested at 21.74 µM). 220,000 tested, 0.42% active. AID 1085; in the data active = inhibition above about 50%
Target sequence (Q1HVG2 whole entry, looked up): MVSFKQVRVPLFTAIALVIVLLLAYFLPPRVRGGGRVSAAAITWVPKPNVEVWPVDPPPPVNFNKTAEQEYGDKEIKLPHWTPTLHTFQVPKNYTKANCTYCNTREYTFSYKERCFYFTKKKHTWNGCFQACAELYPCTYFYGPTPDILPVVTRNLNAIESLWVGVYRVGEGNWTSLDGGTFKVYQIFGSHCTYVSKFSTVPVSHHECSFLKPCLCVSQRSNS
Active calls of the source: *; x = not tested or not shown; [ ] = another dose, or the depositor's remark.

SMILES	14-3-3 Bad PPI	Runt-CBFb FRET	Mdm2 ligase inh	L929 necroptosis	Runt-SMMHC FRET	Hck Nef HTS	p47phox inh	TbHK1 inh	EBV gp42 inh
Cc1c(NC(=O)CN2C(=O)NC(C)(c3ccc4c(c3)OCCO4)C2=O)c(=O)n(-c2ccccc2)n1C (centres undefined)	-9	-1	-9	0.4	2	0	-14	-9	-26
Cc1cc(C(=O)NNC(=O)CCCCC(=O)NNC(=O)c2cc(C)[nH]n2)n[nH]1	5	0	-32	0.4	1	-1	4	39	2
O=C(OCC(=O)N1CCCc2ccccc21)c1cccnc1Cl	-1[fluorescence artefact?]	0	-3	0.4	2	0	-9	-2	-27
Cc1ccc(-c2cc(C(F)F)n3ncc(C(=O)N4CCc5ccccc54)c3n2)cc1	43	0	-13	-0.8	3	-16	-2	0	10
CCOC(=O)C1CCN(CCC(=O)Nc2cccc(Cl)c2C)CC1	3	-3	7	0.3	-1	6	-12	-1	-15
CCOc1cc(CNCCO)cc(Br)c1OCc1ccccc1	-14	0	-33	30	-2	-6	-13	6	-6
Cc1cc(OCC(=O)N2CCCCCC2)ccc1[N+](=O)[O-]	-2[fluorescence artefact?]	0	-5	0.4	3	1	-3	14	18
Cc1nn(-c2ccccc2)c2nc(N)c(C#N)c(-c3ccc(F)cc3)c12	12	-2	0	0.6	-2	0	-12	0	-11
O=C(N/N=C/c1cccc(O)c1)c1csc2ccccc12	-9[fluorescence artefact?]	1	4	0.4	1	5	-3	-16	11
CC1=CS(=O)(=O)CC1Sc1nc2ccccc2[nH]1 (centres undefined)	-6[fluorescence artefact?]	-1	-8	0.3	-1	4	1	17	-4
COC(=O)Nc1ccc(SCC(=O)c2ccccc2)cc1	-6	36	-19	1.9	26	47	-2	1	-5
Clc1ccc2nc(CSc3nc4ccccc4o3)cn2c1	0	-1	-50	-0.1	1	-9	-4	-1	9
O=C(NCc1cccs1)C(Cc1ccccc1)n1cccc1 (centres undefined)	4[fluorescence artefact?]	0	-17	-0.1	-1	3	-3	-5	-8
Oc1ccc(Cl)cc1Cc1cc(Cl)ccc1O	-1	0	x	2.4	3	-9	-10	4	-2
COc1cccc(N/C(SCc2ccccc2Cl)=C(/C#N)C(=O)NCc2cccs2)c1	6[fluorescence artefact?]	2	-10	-0.7	-3	-1	-4	17	7
CC(=O)OC1COC(N2CCc3cc(Br)c([N+](=O)[O-])cc32)C(OC(C)=O)C1OC(C)=O (centres undefined)	-2	-4	-19	-0.3	0	6	8	-14	0
O=C(NCCCN1CCC(Cc2ccccc2)CC1)C1CCC(=O)N1C1CCCC1 (centres undefined)	2	3	-4	-0.2	0	5	-71	1	-6
CCOC(=O)c1ccc(N2C(=O)CC(N3CCN(Cc4ccccc4)CC3)C2=O)cc1 (centres undefined)	2	-2	5	0.4	1	3	-12	-3	-10
CC(O)CSc1nc2c(c(=O)n(C)c(=O)n2C)n1CCCc1ccccc1 (centres undefined)	-4	-2	-4	-0.6	0	30	4	-5	-2
Cn1c(C(=O)O)cc2cc(F)ccc21	x	0	x	1.8	-2	0	x	1	x
COc1ccc(C(=O)Nc2cccc(NC(C)=O)c2)cc1OC	-1	-1	-4	x	6	-3	0	2	-4
CCOc1ccccc1NC(=O)Cc1c(F)cccc1Cl	9	0	3	-0.3	2	1	-20	-4	-12
CC[C@@H]1CC=C[C@H]2[C@H]1C(=O)N(Cc1ccccc1)[C@H]2c1cc(C)ccc1F	5	0	-8	4.4	-1	18	-11	-4	1
COC(=O)N/N=C/c1cc(C)n(-c2cccc3ccccc23)c1C	-13[fluorescence artefact?]	1	-1	-0.7	-1	4	-18	14	-15
COc1cccc(CNc2ccc(N3CCCCC3)cc2)c1OC	-2	-3	-17	0.2	1	-6	-6	5	-9
CC(C)(C)c1ccc(S(=O)(=O)N2CCN(c3ncccn3)CC2)cc1	-15	-3	-11	0.9	0	10	-4	-2	-2
O=[N+]([O-])c1ccc(Sc2ccccn2)nc1	4	4	-6	0.2	-2	6	5	-46	-1
Cn1c(Cn2c(=O)sc3ccccc32)nnc1SCC(=O)NCc1ccco1	3	-5	-8	1.8	-2	-4	-9	-3	-13
COc1ccc(CCNC(=O)c2ccc3nc(-c4ccco4)c(-c4ccco4)nc3c2)cc1OC	6[fluorescence artefact?]	-9	-7	0.8	-62	12	9	-4	30
O=C(Oc1c(CN2CCOCC2)cc(Cl)c2cccnc12)c1ccc(F)cc1	6	5	-11	14	0	5	-4	1	2
O=C(NCCCN1CCOCC1)c1ccc(Sc2ccc(F)cc2)c([N+](=O)[O-])c1	-10	-2	-4	-0.4	-2	0	4	-10	-16
O=C(CSc1nnc(-c2cccc(S(=O)(=O)N3CCCC3)c2)n1-c1ccccc1)Nc1cccc(C(=O)O)c1	-1	-2	x	-1.1	-2	9	-9	-5	-9
CC(C)/C=C1\CC/C(=C\c2ccc(N(C)C)cc2)C1=O	-4[fluorescence artefact?]	-300	-10	x	-248	-10	-116	-1	-55
CCN(CC)S(=O)(=O)c1ccc(Br)c(OC)c1	-5	0	5	0.6	-1	1	-9	3	5
CCS(=O)(=O)Nc1cccc(C2=NN(S(C)(=O)=O)C(c3ccccc3)C2)c1 (centres undefined)	5	0	7	0.7	-2	13	x	-2	-16
COc1cc(C(=O)N2CCN(c3cc(Cl)ccc3Cl)CC2)cc(OC)c1OC	-2[fluorescence artefact?]	0	-3	0.0	-4	13	-5	-9	-4
Cc1sc(NC(=O)Nc2ccccc2)c(C(N)=O)c1C	3	44	-6	77*	20	25	-1	1	-17
CN(C)/C(=N\S(=O)(=O)c1ccccc1)c1ccc([N+](=O)[O-])cc1	-13	1	-7	-0.1	-2	2	-3	14	-11
COc1cc(C2C(C(C)=O)=C(C)Nc3ncnn32)ccc1O (centres undefined)	-14[fluorescence artefact?]	1	-13	0.7	0	1	-6	-19	-11
Cc1c(C(=O)NCCCN2CCOCC2)sc2nc(-c3ccc(F)cc3)cn12	-21	-2	-9	0.7	-1	1	1	-5	8
COc1ccc(NC(=O)COC(=O)c2c(F)cccc2Cl)cc1OC	-7	0	-13	1.3	-1	23	-6	-4	-12
COc1ccc(NC(=O)CSc2nnc(CNc3ccc(F)cc3)o2)c(OC)c1	-11	0	-6	-0.5	-1	-1	-7	5	-1
O=C(NN=C1CCCCCC1)c1ccc(Br)o1	6	-2	-48	0.1	1	-6	5	34	-7
COc1ccc(C(=O)OCC(=O)NCC2CCCO2)cc1[N+](=O)[O-] (centres undefined)	2	1	0	2.1	-2	-2	-8	-3	-10
CC1=Nn2c(nnc2-c2cc(-c3ccccc3)n[nH]2)SC1	10[fluorescence artefact?]	0	-4	0.3	-4	1	6	3	-15
O=C(NC(Cc1c[nH]c2ccccc12)C(=O)Nc1ccc(F)c([N+](=O)[O-])c1)c1cccs1 (centres undefined)	-12	2	-6	2.3	0	0	-8	-6	-4
Cc1ccc(OCC(=O)NCc2ccc3c(c2)OCO3)c([N+](=O)[O-])n1	7	-2	-22	-0.2	0	8	-4	9	-25
CCOc1ccc(N2CC(O)(c3cccs3)[N+]3=C2CCCC3)cc1 (centres undefined)	-9	2	-6	-1.6	-2	-11	-4	1	8
Cc1ccc(SCc2nc(-c3ccccn3)no2)cc1	8	1	-24	-0.1	-2	1	-8	1	-16
COc1cccc2sc(N(CCCN(C)C)C(=O)c3sc4ccccc4c3Cl)nc12	0[fluorescence artefact?]	0	-12	0.5	4	1	-13	7	-21
O=C(Nc1ccc(N2CCN(C(=O)c3ccc(Cl)cc3)CC2)cc1)c1ccc([N+](=O)[O-])o1	60	0	-11	46	-7	4	-10	-5	-2
Cc1ccc(C2/C(=C(/O)c3ccc(OC(C)C)cc3)C(=O)C(=O)N2CCN2CCOCC2)cc1 (centres undefined)	-11[fluorescence artefact?]	-4	-17	0.4	-7	0	-5	-24	-18
COc1ccc(-c2[nH]c3ccccc3c2SCCNC(=O)c2cc3ccccc3oc2=O)cc1	-3	-2	x	2.3	3	-5	-16	-14	-12
COc1cc(NC(=O)c2cccc([N+](=O)[O-])c2)ccc1NC(=O)c1ccco1	-7	-1	-6	2.5	-5	16	2	-7	9
CCNc1nc(-c2cc(C)n(Cc3ccco3)c2C)cs1	-16	8	-19	6.3	-11	25	-9	1	-9
COc1ccccc1NC1=C(Cl)C(=O)N(C2CCCCC2)C1=O	-20	-2	-2	-0.5	1	1	-13	1	-2
CC(O)c1c(OCc2ccccc2)ncnc1OCc1ccccc1 (centres undefined)	-9	-1	4	0.2	-7	1	-3	-3	-5
CCc1ccc(CN(C)C(=O)CCc2nnc(Cc3cccc(C)c3)o2)nc1	-16	1	10	-0.5	0	18	3	0	1
CCN(CC)C(=O)CSc1nc(N)c2c3c(sc2n1)CC(C)CC3 (centres undefined)	-2	-8	-12	0.2	-5	-2	59*	-10	-1
O=C(NNc1ncccc1Cl)c1c(Cl)cccc1Cl	-14	0	-1	1.8	0	15	0	-3	-7
Remaining list, next part
SMILES	14-3-3 Bad PPI	Runt-CBFb FRET	Mdm2 ligase inh	L929 necroptosis	Runt-SMMHC FRET	Hck Nef HTS	p47phox inh	TbHK1 inh	EBV gp42 inh
CC1(c2nnc(-c3ccncc3)o2)CC(c2c(Cl)cccc2Cl)=NO1 (centres undefined)	3	2	20	-0.1	-5	15	1	-23	-18
O=C1NC(c2ccncc2)C(C(=O)c2cccs2)C(O)(C(F)(F)F)N1 (centres undefined)	7	0	4	-0.5	-7	-2	-3	-2	-21
C/C(=C\c1ccco1)C1C(C#N)=C(N)Oc2n[nH]c(-c3ccc(C)cc3)c21 (centres undefined)	0	5	-4	-0.1	2	2	-27	-18	-6
COc1ccc(N(CC(=O)N/N=C/c2cccs2)S(=O)(=O)c2ccccc2)cc1	0	1	-12	-1.1	0	16	-31	7	-14
COC(=O)c1cccc(NC(=O)c2cccnc2)c1	x	x	-12	1.1	-5	0	x	-4	x
Cc1ccc(S(=O)(=O)N(C)c2c(C)ccc(S(N)(=O)=O)c2C)cc1	-13	1	-11	1.0	-2	22	6	-11	6
Cc1noc(C)c1C(=O)NC(C)C12CC3CC(CC(C3)C1)C2 (centres undefined)	-3	2	-3	2.0	-1	24	-6	-5	-7

Ordered by SMILES length (ascending): some entries from above
SMILES	14-3-3 Bad PPI	Runt-CBFb FRET	Mdm2 ligase inh	L929 necroptosis	Runt-SMMHC FRET	Hck Nef HTS	p47phox inh	TbHK1 inh	EBV gp42 inh
COC(=O)c1cccc(NC(=O)c2cccnc2)c1	x	x	-12	1.1	-5	0	x	-4	x
Cc1noc(C)c1C(=O)NC(C)C12CC3CC(CC(C3)C1)C2 (centres undefined)	-3	2	-3	2.0	-1	24	-6	-5	-7
C/C(=C\c1ccco1)C1C(C#N)=C(N)Oc2n[nH]c(-c3ccc(C)cc3)c21 (centres undefined)	0	5	-4	-0.1	2	2	-27	-18	-6

Screening data deposited in PubChem by several laboratories.
